Assay outcomes deposited in PubChem BioAssay by several laboratories.
HCV core dimer: inhibitors of HCV core protein dimerization, primary screen, biochemical, TR-FRET, high-throughput. TR-FRET GST/Flag-core106 dimerization, 1536-well. inhibition, % at 5 µM. hit rate 0.33% among 300,000. AID 1899, 2009;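 active = inhibition above the mean of all tested compounds plus 3 SD, set per screening campaign, cut at about 45% in these data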
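System – GST-tagged and Flag-tagged HCV core protein residues 1-106 · Repeats – one well for each compound · Technique – TR-FRET 671 and 617 nm emission · Doses – one concentration, 5 µM, in 0.5% DMSO · Times – 4 h, 22.5 °C incubation · Also added – Eu donor and XL665 acceptor anti-tag antibodies · Measure – percent inhibition of core106 dimerization signal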
Efflux pump inh: inhibitors of Candida efflux pumps in yeast, primary screen, S. cerevisiae, Nile Red, multiplex. S. cerevisiae Candida pump triplex. AID 485275, 2010. inhibition, % at 10 µM. hit rate 0.44% among 330,000;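 active = plate passing quality check with inhibition over a set limit, or well fluorescence over plate mean plus 4 SD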;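 also: Nile Red retained in pooled yeast measured as flow cytometry median fluorescence; 0% = buffer negative control and 100% = Enniatin B positive control; higher means more Nile Red kept so more efflux inhibition; some compounds called inactive have numbers as strong as hits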
PP5 inh: PP5 phosphatase inhibitors, primary screen, biochemical, fluorescence; inhibition, % at 6.7 µM; Serine/threonine-protein phosphatase 5 (Homo sapiens), P53041; purified PP5c, OMFP substrate fluorescence; hit rate 0.18% among 320,000; AID 1987, 2009;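 active = inhibition above the campaign's mean inhibition across all tested compounds plus 3 SD, cut at about 9.5% in these data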;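 also: 0% = DMSO only and 100% = 100 µM cantharidin control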
Target sequence (P53041 whole entry, looked up): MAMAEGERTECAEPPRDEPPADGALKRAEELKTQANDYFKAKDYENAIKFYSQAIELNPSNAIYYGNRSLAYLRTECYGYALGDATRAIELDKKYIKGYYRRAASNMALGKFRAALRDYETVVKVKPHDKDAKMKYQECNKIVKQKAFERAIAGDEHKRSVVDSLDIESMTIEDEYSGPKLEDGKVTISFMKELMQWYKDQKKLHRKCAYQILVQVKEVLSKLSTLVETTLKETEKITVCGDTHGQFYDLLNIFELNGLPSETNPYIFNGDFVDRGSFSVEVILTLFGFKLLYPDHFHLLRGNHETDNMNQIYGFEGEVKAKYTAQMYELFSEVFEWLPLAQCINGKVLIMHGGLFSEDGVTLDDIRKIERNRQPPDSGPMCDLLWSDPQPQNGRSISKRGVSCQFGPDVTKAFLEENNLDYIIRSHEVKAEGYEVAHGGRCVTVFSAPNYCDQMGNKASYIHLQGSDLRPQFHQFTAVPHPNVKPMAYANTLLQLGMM
PREPL inh: PREPL enzyme inhibitors, primary screen, biochemical, fluorescence polarization | Prolyl endopeptidase-like (Homo sapiens), Q4J6C6 | recombinant PREPL, fluorescence polarization activity-based probe | inhibition, % at 5.96 µM | hit rate 0.68% among 320,000; in the data active = inhibition above about 43%;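 also: 0% = enzyme with DMSO and 100% = wells lacking enzyme; many of its hits are not listed in these tables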
PP1 inh: PP1-alpha phosphatase inhibitors, primary screen, counter-screen for PP5 inhibitor project, biochemical, fluorescence, OMFP substrate, single point; hit rate 0.9% among 320,000; purified PP1alpha; inhibition, % at 6.7 µM; Serine/threonine-protein phosphatase PP1-alpha catalytic subunit (Homo sapiens), P62136; AID 2235, 2010;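 active = inhibition above the mean inhibition of all tested compounds plus 3 SD, computed separately for each screening campaign, cut at about 15% in these data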
Target sequence (P62136 whole entry, looked up): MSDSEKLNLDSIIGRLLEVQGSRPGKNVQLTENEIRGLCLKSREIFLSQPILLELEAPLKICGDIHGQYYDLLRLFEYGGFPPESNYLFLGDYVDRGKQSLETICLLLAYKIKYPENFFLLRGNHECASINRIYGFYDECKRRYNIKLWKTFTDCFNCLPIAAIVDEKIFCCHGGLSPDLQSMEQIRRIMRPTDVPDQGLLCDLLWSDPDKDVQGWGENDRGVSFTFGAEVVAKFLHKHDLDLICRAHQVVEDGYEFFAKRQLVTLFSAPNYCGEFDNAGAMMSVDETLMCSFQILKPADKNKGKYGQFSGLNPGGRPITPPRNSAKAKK
EBNA-1 inhibitor: EBNA-1 DNA-binding inhibitors, primary screen, biochemical, fluorescence polarization. inhibition, % at 14.8 µM. hit rate 0.34% among 300,000; in the data active = inhibition above about 28%
TPT1 inh: Candida albicans TPT1 enzyme inhibitors, primary screen, biochemical, fluorescence polarization. tRNA 2'-phosphotransferase TPT1 (Candida albicans SC5314). recombinant caTPT1, FP RNA substrate dephosphorylation. inhibition, % at 5 µM. hit rate 0.81% among 300,000. AID 1962, 2009;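 active = inhibition above the mean of all tested compounds plus 3 SD, set per screening campaign, cut at about 24% in these data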;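 also: plate controls were DMSO alone for no effect and ferristatin control at 100 nM for full effect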
CTSL1 counter: Fasciola hepatica cathepsin L1 inhibitors, primary screen, counter-screen for PFM18AAP inhibitor project, biochemical, QFRET, fluorogenic peptide substrate. recombinant F. hepatica cathepsin L1, Z-Leu-Arg-MCA fluorescence. inhibition, % at 5.96 µM. hit rate 0.49% among 300,000. AID 1906, 2009;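 active = inhibition above the mean of all tested compounds plus 3 SD, set per screening campaign, cut at about 17% in these data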;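 also: 0% = plate median of test compound wells and 100% = 1 µM Z-Phe-Ala-diazomethylketone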
ZTA DNA inh: counter-screen for EBNA-1 inhibitors: inhibitors of Epstein-Barr virus ZTA | P03206 | ZTA-DNA binding, fluorescence polarization | inhibition, % at 11 µM | hit rate 0.15% among 320,000; in the data active = inhibition above about 33%
Target sequence (P03206 whole entry, looked up): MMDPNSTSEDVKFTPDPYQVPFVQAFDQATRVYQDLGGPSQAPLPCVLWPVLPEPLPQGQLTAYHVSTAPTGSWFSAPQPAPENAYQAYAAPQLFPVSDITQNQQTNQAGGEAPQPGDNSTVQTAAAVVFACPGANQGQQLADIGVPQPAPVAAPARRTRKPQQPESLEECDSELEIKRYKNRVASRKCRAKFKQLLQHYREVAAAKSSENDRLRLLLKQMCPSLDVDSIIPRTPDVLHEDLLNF
Starred values were filed as active, the others as inactive; . = not tested or not shown. A portion of the library; the hit share may differ from the screen's.

[1] CCn1cnc2sc(C(=O)Oc3cccc(C)c3)c(C)c2c1=O
[2] CCCOC(=O)CC1C(=O)NCCN1Cc1cc(OC)cc(OC)c1 (stereo not drawn)
[3] CCOc1ccc(OCCC(=O)OCC(=O)Nc2ccc(C)c(S(=O)(=O)N3CCCCC3)c2)cc1
[4] CC1=C(C(=O)OC2CCCCCCC2)C(c2ccc(O)cc2)NC(=O)N1 (stereo not drawn)
[5] CCOC(=O)c1nn(-c2ccc(F)cc2)c2c1CC/C2=C/c1ccccc1
[6] O=C(NC(=S)Nc1ccc2c(c1)C(=O)c1ccccc1C2=O)c1ccc(F)cc1
[7] O=C(O)C1CC=CCC1C(=O)NC1CCCCC1 (stereo not drawn)
[8] O=C(CC1COc2ccccc2O1)NCCc1ccccc1 (stereo not drawn)

Compound,1,2,3,4,5,6,7,8
HCV core dimer,1,-1,-1,7,3,-6,0,-5
Efflux pump inh,-0.1,0.0,0.0,0.1,0.0,0.0,-0.1,-0.1
PP5 inh,-1.8,0.9,4.8,6.1,0.3,-0.9,-0.8,2.5
PREPL inh,21,8,3,12,-1,17,3,-6
PP1 inh,1,0,7,0,-1,-3,-3,-2
EBNA-1 inhibitor,1,-5,1,2,-6,6,3,1
TPT1 inh,-5,-3,0,2,-2,-2,0,-4
CTSL1 counter,1,1,-5,0,-3,1,-1,-4
ZTA DNA inh,6,-26,-2,5,7,-9,9,-15

[9] CC(=O)NC(C)c1nc2ccccc2n1CC(=O)N1C(C)CCCC1C (stereo not drawn)
[10] c1ccc(-c2cc(-c3ccccc3)ncn2)cc1
[11] Cc1ccc(CN(C)C(=O)COC(=O)CSc2ccc(C(N)=O)cc2[N+](=O)[O-])cc1
[12] CC(C)(CCl)C(=O)Nc1ccnc(-c2ccncc2)n1
[13] O=c1ccc2ccc(O[C@@H]3O[C@H](CO[C@@H]4OC[C@](O)(CO)[C@H]4O)[C@@H](O)[C@H](O)[C@H]3O)cc2o1
[14] CC(=O)c1ccc(NC(=S)NC(=O)c2c(Cl)c(C)nn2C)cc1
[15] Cn1cnc(S(=O)(=O)Nc2ccc(OC(F)F)cc2)c1
[16] COC(=O)C1C/C(=N\NS(=O)(=O)c2ccc(C)cc2)c2sccc2C1 (stereo not drawn)

Compound,9,10,11,12,13,14,15,16
HCV core dimer,-1,-3,1,0,.,-10,-1,3
Efflux pump inh,0.5,0.0,-0.1,-0.1,-0.2,-0.1,0.1,0.1
PP5 inh,-2.1,-1.5,-2.1,-1.9,-1.5,2.3,0.2,-0.1
PREPL inh,9,6,7,-7,4,13,3,2
PP1 inh,-2,0,-5,-2,-4,-3,-3,-4
EBNA-1 inhibitor,-5,1,-16,6,.,-1,4,6
TPT1 inh,4,-4,1,-2,.,-1,-1,-4
CTSL1 counter,0,-1,-4,-5,.,4,1,8
ZTA DNA inh,-4,20,-14,14,-7,-20,0,6

[17] CC(NC(=O)c1ccc2c(c1)OCO2)C(c1cccs1)N1CCN(c2ccccc2)CC1 (stereo not drawn)
[18] COCCNC(=O)[C@H]1C[C@@H]1[C@H](NP(=O)(c1ccccc1)c1ccccc1)c1ccccc1
[19] COc1ccc(CCNC(=O)CC(C)(C)CC2=NS(=O)(=O)c3ccccc3N2)cc1OC
[20] CSc1ccccc1NC(=O)c1cnccn1
[21] COc1ccc(CCn2c(C)cc(C(=O)COC(=O)c3ccc(NC(=O)CC#N)cc3)c2C)cc1
[22] O=C(CCCCn1c(=S)[nH]c2ccsc2c1=O)NCc1ccco1
[23] CCc1ccc(NC(=O)CS(=O)CC(=O)NC(C)CCc2ccco2)cc1 (stereo not drawn)
[24] NC(=O)C1CCN(CC(=O)Nc2ccccc2Sc2ccc(Cl)cc2)CC1

Compound,17,18,19,20,21,22,23,24
HCV core dimer,6,-6,-8,3,50*,-4,-7,5
Efflux pump inh,0.0,0.0,-0.1,0.2,0.4,-0.1,0.1,0.0
PP5 inh,0.9,2.7,1.1,0.6,2.0,3.5,2.5,0.8
PREPL inh,-33,5,3,10,-28,6,3,1
PP1 inh,3,1,-2,-5,13,1,-3,0
EBNA-1 inhibitor,1,-2,-8,-8,3,-2,8,1
TPT1 inh,1,-2,-2,12,18,-5,-2,-1
CTSL1 counter,2,-5,2,0,-1,-1,-3,1
ZTA DNA inh,1,-6,-4,0,0,-24,9,10

Ordered by value in EBNA-1 inhibitor (smallest number first): 3 of the compounds above
no. | Structure | EBNA-1 inhibitor
20 | CSc1ccccc1NC(=O)c1cnccn1 | -8
22 | O=C(CCCCn1c(=S)[nH]c2ccsc2c1=O)NCc1ccco1 | -2
17 | CC(NC(=O)c1ccc2c(c1)OCO2)C(c1cccs1)N1CCN(c2ccccc2)CC1 (stereo not drawn) | 1

Next results follow.
[25] Cc1cc(C(=O)COC(=O)c2cccn2C)c(C)n1Cc1ccco1
[26] COC(=O)CNc1nc(-c2ccccc2F)nc2ccccc12
[27] CCc1ccc(OCCNC(=O)c2cccs2)cc1
[28] Brc1ccc(OCc2nnnn2-c2ccccc2)cc1
[29] CC(C)C(=O)N1CCN(C2=NS(=O)(=O)c3ccccc32)CC1
[30] CCCCCCCC(=O)NNC(=O)c1c(O)c2ccccc2n(CC)c1=O
[31] Cc1ccc(CNC(=O)CN2C(=O)CSc3ccc(S(=O)(=O)N4CCC(C)CC4)cc32)cc1
[32] CCN(CC)S(=O)(=O)c1ccc(NC(=S)Nc2ccc(F)cc2)cc1

Compound,25,26,27,28,29,30,31,32
HCV core dimer,14,1,2,-2,-7,8,19,11
Efflux pump inh,0.2,0.4,0.2,0.0,-0.1,0.2,0.0,0.1
PP5 inh,3.0,2.7,2.1,1.2,-2.1,0.5,1.8,1.3
PREPL inh,-4,0,1,-22,17,0,8,6
PP1 inh,3,0,0,3,-2,-11,-2,-3
EBNA-1 inhibitor,-5,-9,3,-7,-7,-17,-8,-2
TPT1 inh,2,1,-2,-1,-4,2,1,2
CTSL1 counter,2,-5,-1,1,3,-5,-1,-5
ZTA DNA inh,10,11,-1,-16,8,0,-4,11

[33] O=C(NCC(c1ccco1)N1CCc2ccccc2C1)c1ccc(F)cc1 (stereo not drawn)
[34] O=C(CSc1nnc(-c2ccncc2)o1)N1CCCC1
[35] Nc1nonc1C(=O)NCCNc1ccc([N+](=O)[O-])cn1
[36] O=C(NCCc1cn2ccsc2n1)C1CCCCC1
[37] CCOc1cc2c(cc1OC)C(NC(=O)C(F)(F)F)CC2=O (stereo not drawn)
[38] CC1(C)CC(=O)C2=C(C1)c1c(ccc3ncccc13)NC2c1cccs1 (stereo not drawn)
[39] COc1ccc(-n2c(C)nc3c(cnn3-c3ccc(Cl)cc3)c2=O)cc1
[40] NC(=O)c1cccnc1Nc1cccc(F)c1

Compound,33,34,35,36,37,38,39,40
HCV core dimer,3,3,-2,7,0,-11,8,-5
Efflux pump inh,0.0,0.1,-0.5,0.0,0.0,0.0,-0.2,0.0
PP5 inh,1.5,2.2,1.4,-1.2,2.5,1.6,3.0,0.3
PREPL inh,-14,1,-5,-2,1,19,-7,-2
PP1 inh,-2,-3,-2,3,10,3,4,3
EBNA-1 inhibitor,-10,-4,-1,10,-4,10,7,-7
TPT1 inh,1,2,-2,-1,20,-5,-4,-2
CTSL1 counter,1,-3,3,0,-1,-4,-1,-1
ZTA DNA inh,-5,9,-14,15,1,-2,-6,6

[41] COc1ccc(N2CC(C(=O)Nc3cccc(C)n3)CC2=O)cc1 (stereo not drawn)
[42] O=C(C[n+]1cc(-c2ccc(F)cc2)n2c1CCC2)OCc1ccccc1
[43] CC(=O)c1cn(-c2ccc(Cl)cc2)c(=O)[nH]c1=O
[44] Cc1ccc(S(=O)(=O)N2CCN(S(=O)(=O)c3c(C)n[nH]c3C)CC2)cc1C
[45] Cn1cc(C(=O)N/N=C/C2=C(N3CCOCC3)C(=C/c3ccc([N+](=O)[O-])cc3)/CC2)ccc1=O
[46] Cc1cccc(Nc2nnc(SC(C)C(=O)NC3CC3)s2)c1 (stereo not drawn)
[47] O=C(CSc1nnc(CCc2nc3ccccc3[nH]2)n1-c1ccccc1)NCc1ccccc1
[48] O=C(NCCc1csc(-c2cccnc2)n1)c1cccc(Cl)c1

Compound,41,42,43,44,45,46,47,48
HCV core dimer,-1,-5,-38,.,16,.,-3,-1
Efflux pump inh,0.0,0.1,0.1,-0.1,0.0,0.0,0.0,-0.1
PP5 inh,-0.5,2.9,2.8,16*,-0.6,1.1,1.2,-1.2
PREPL inh,6,-3,3,6,4,14,5,14
PP1 inh,-6,2,-7,2,0,0,-4,-4
EBNA-1 inhibitor,0,-4,5,.,10,.,11,2
TPT1 inh,1,-1,-5,.,2,.,-2,-6
CTSL1 counter,-3,1,-1,.,1,.,-5,4
ZTA DNA inh,-1,-1,5,-9,0,7,1,7

A run of entries of the results above, for reference:
[45] Cn1cc(C(=O)N/N=C/C2=C(N3CCOCC3)C(=C/c3ccc([N+](=O)[O-])cc3)/CC2)ccc1=O
[46] Cc1cccc(Nc2nnc(SC(C)C(=O)NC3CC3)s2)c1 (stereo not drawn)
[47] O=C(CSc1nnc(CCc2nc3ccccc3[nH]2)n1-c1ccccc1)NCc1ccccc1
[48] O=C(NCCc1csc(-c2cccnc2)n1)c1cccc(Cl)c1

Compound,45,46,47,48
HCV core dimer,16,.,-3,-1
Efflux pump inh,0.0,0.0,0.0,-0.1
PP5 inh,-0.6,1.1,1.2,-1.2
PREPL inh,4,14,5,14
PP1 inh,0,0,-4,-4
EBNA-1 inhibitor,10,.,11,2
TPT1 inh,2,.,-2,-6
CTSL1 counter,1,.,-5,4
ZTA DNA inh,0,7,1,7

Next part.
[49] O=C(CNS(=O)(=O)c1ccccc1)N1CCN(c2ccccc2)CC1
[50] COc1cc(OC)cc(-c2c(-c3ccc(F)cc3)c3cc(-c4ccc5[nH]ccc5c4)ccc3n2C)c1
[51] COc1cccc(CNCCO)c1OCc1ccccc1Cl
[52] CC1Sc2ccc(C(=O)OCc3ccccc3Cl)cc2NC1=O (stereo not drawn)
[53] COc1ccc(C(=O)OCC(=O)NC(=O)NC2CCCC2)c(OC)c1
[54] COc1ccc(CNc2ccc(C)c(C)c2)c(OC)c1OC
[55] O=C(/C=C/c1cccs1)N1CCN(c2ccccc2F)CC1
[56] Cn1c(=N)n(CC(O)c2ccccc2)c2ccccc21 (stereo not drawn)
[57] O=C(N/N=C/c1c[nH]c2ccccc12)C1CC1c1ccccc1 (stereo not drawn)
[58] CCOC(=O)c1ccccc1NC(=O)COC(=O)CCCOc1ccccc1
[59] CCCC(=O)N(Cc1cc(=O)[nH]c2ccccc12)c1cccc(C)c1

Compound,49,50,51,52,53,54,55,56,57,58,59
HCV core dimer,-1,.,5,1,-5,-5,-4,-4,1,-2,8
Efflux pump inh,0.0,0.3,-0.1,0.1,0.0,0.0,-0.2,0.0,0.2,0.1,-0.1
PP5 inh,0.9,0.2,0.2,0.4,2.0,1.1,-0.1,-0.9,6.3,2.5,0.3
PREPL inh,-6,15,-27,24,11,25,25,5,8,14,-9
PP1 inh,-8,-5,-1,-8,1,-2,2,-1,5,1,3
EBNA-1 inhibitor,-2,.,8,2,-1,0,5,-7,7,-7,7
TPT1 inh,2,.,4,1,0,-1,2,-2,-3,-5,-1
CTSL1 counter,-2,.,0,7,1,3,4,-1,4,-7,2
ZTA DNA inh,-11,-7,10,1,-3,-3,-11,-6,-3,8,-3
